hERG WT inh: blocks the wildtype human KCNH2 potassium channel; Q12809; U2OS, BacMam KCNH2, thallium flux FluxOr; hits give low values; activity change, % at 1.84 µM; 340,000 compounds, 0.37% hits; AID 720551;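 active = maximum activity change below -70%; inconclusive = maximum activity change between -70% and -50%; inactive = maximum activity change above -50%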
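U2OS cells transduced with wild-type KCNH2 virus are loaded with FluxOr dye for 45 min, and thallium flux is measured in kinetic reads before and after stimulation buffer. Rate constants are normalized to DMSO controls.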
USP2a inh: USP2a (human) protease inhibition; O75604; USP2 core, Ub-CHOP2 coupled fluorogenic reporter, 485/531; Potency, µM (series often up to 38.3 µM), for inactives: at the highest dose activity change, negative = inhibition, hits mostly inhibitors; 330,000 compounds, 0.01% hits;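 note: potency is the fitted concentration of half-maximal effect; plate controls were DMSO wells for no effect and full inhibition by NEM control for full effect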
Target sequence (O75604 whole entry, looked up): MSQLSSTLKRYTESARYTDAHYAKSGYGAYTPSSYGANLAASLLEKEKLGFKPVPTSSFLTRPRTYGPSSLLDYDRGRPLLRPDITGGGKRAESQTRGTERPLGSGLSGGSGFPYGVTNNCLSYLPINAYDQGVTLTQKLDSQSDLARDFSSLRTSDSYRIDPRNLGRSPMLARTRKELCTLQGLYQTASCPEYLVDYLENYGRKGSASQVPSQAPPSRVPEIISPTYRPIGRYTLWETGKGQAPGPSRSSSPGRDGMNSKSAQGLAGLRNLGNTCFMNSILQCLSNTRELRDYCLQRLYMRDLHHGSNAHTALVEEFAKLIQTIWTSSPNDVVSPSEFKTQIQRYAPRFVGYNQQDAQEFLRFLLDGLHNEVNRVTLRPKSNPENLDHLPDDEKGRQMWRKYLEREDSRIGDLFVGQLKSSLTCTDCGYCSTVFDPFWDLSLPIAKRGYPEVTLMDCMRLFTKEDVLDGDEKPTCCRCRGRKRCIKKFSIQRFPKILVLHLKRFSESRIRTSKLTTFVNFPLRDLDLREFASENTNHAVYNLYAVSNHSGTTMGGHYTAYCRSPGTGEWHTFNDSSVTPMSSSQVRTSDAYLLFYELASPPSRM
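Deubiquitinase activity read as fluorescence (485/531 nm) after Ub-CHOP2 cleavage activates the enterokinase reporter on its substrate; USP2 core 10nM, Ub-CHOP2 and substrate 25nM each, 30min compound preincubation then 60min RT; data normalized to NEM, curves fitted.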
Chronic BCR inh: chronic active BCR signaling inhibition; ABC-DLBCL IkBa-CBG/CBR reporter, luminescence ratio, 4 h; Potency, µM (titrated, usually from 46.1 µM), inactives show top-dose ratio change, negative = lower green/red ratio, most hits filed as inhibitors; 340,000 compounds, 0.05% hits; AID 493014; active = well fitted inhibition curve with a large enough effect in the signal ratio, with a control signal flat, not every such curve was filed as active; inconclusive = small, poorly fitted or top-dose-only effect, or effect the other way, or a change in a side signal; the % refers to the signal ratio;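 note: potency is the fitted concentration of half-maximal effect; plate controls were basal doxycycline-induced cells for no effect and cells given 10 µM MG132 for full effect; MG132 reads +100%, hits lower the ratio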
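TMD8 ABC-DLBCL cells carrying doxycycline-inducible green luciferase fused to IkappaBalpha plus unfused red luciferase were exposed to compounds (up to 46 uM) for 4 hrs at 37C. Activity came from the overlap-corrected green/red luminescence ratio.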
uPA surface inh: cell surface uPA generation inhibition; cell surface uPA generation assay, qHTS; Potency, µM (highest dose often 38.3 µM), inactives show at the highest dose activity change, negative = inhibition, usual class: inhibitors; 330,000 compounds, 0.31% hits; active = well fitted inhibition curve with a large enough effect; inconclusive = small, poorly fitted or top-dose-only effect; inactive = no such curve, though single readings can be large or run the other way; tested in mouse RAW 264.7 cells; note: potency is the fitted concentration of half-maximal effect; nearly all actives have a fitted effect of over 55% in size
Eya2 phos inh: Eya2 (human) phosphatase inhibition | recombinant Eya2, OMFP fluorescence dephosphorylation (OMFP is methylfluorescein phosphate) | 330,000 compounds, 0.006% hits | O00167 | Potency, µM (series often up to 76.9 µM), without a hit: top-dose activity, negative = inhibition, actives largely listed as inhibitors; note: potency is the fitted concentration of half-maximal effect
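Eya2 protein (added as 0.2 uM solution) was preincubated with compound for 10 min at ambient temperature in 50 mM HEPES pH 7.5, 50 mM NaCl, 5 uM MgCl2, 0.05% BSA, 1 mM DTT. OMFP (added at 50 uM) then reacted 10 min; fluorescence read at 485/525 nm.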
FBPA coupling cs: inhibits coupling enzyme system, counter-screen for aldolase hits; coupling enzyme system counterscreen, AmpLite Red fluorescence; activity change, negative = inhibition, % at 58.2 µM, hits read low; 290,000 compounds, 0.67% hits; AID 2472; in the data active = activity change below about -30%
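Compounds tested against the coupling enzymes alone at 57.5 uM final; readout was AmpLite Red fluorescence (525/598 nm) after 20 min at RT.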
Giardia killer: kills Giardia lamblia; Giardia lamblia trophozoite viability; activity change, % at 7.66 µM, hits read low; 340,000 compounds, 0.15% hits; in the data active = activity change below about -80%; inconclusive = between about -30% and that limit;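 note: parasites exposed to compound for two days anaerobically before the ATP read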
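Killing of trophozoites was scored by loss of ATP luminescence after a 48 hrs anaerobic exposure to compounds at 37 deg C, using 100 cells per well.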
KCNH2 3.1 block: inhibitors of human KCNH2 3.1 potassium channel isoform. U2OS KCNH2 3.1, thallium flux FluxOr; hits give low values. activity change, % (tested at about 1.8 µM). 340,000 compounds, 0.95% hits. AID 720553;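 active = maximum activity change below -70%; inconclusive = maximum activity change from -70% to -50%; inactive = maximum activity change above -50%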;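 note: thallium influx rate constant from kinetic fluorescence after stimulation buffer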
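Thallium flux read-out: FluxOr dye with Red40 quencher in HBSS/HEPES, 45 min at RT. Rate constants from kinetic reads were normalized to positive and negative DMSO controls. Cells: U2OS virally expressing the 3.1 isoform.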
B2AR arrestin: beta2AR (human) beta-arrestin recruitment activity; Potency, µM (highest dose often 46.1 µM), for the others: at the highest dose activation, usual class: activators; beta-arrestin recruitment to beta2AR, cell-based reporter; 330,000 compounds, 0.02% hits;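 note: potency is the fitted concentration of half-maximal effect; 0% = DMSO controls and full agonism = EC100 isoproterenol or metaproterenol; nearly all actives have a fitted effect of over 65% in size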
PKM2 act: increases activity of human pyruvate kinase M2 | 260,000 compounds, 0.34% hits | purified PKM2, Kinase-Glo ATP luminescence, activation; response scale: 0% is enzyme alone, no compound | Potency, µM (titrated, usually from 57.5 µM), inactives show at the highest dose activation, actives largely listed as activators | P14618; note: potency is the fitted concentration of half-maximal effect; nearly all actives have a fitted effect of over 55% in size
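ATP formation by purified human PK-M2, quantified via coupled luciferase luminescence after 1 h at room temperature with 0.1 mM ADP and 0.5 mM PEP final.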
GALK inhibitor: blocks human galactokinase activity; 270,000 compounds, 0.007% hits; AID 1868; Potency, µM (doses to about 57.5 µM), inactives show at the top dose activity change, negative = inhibition, hits mostly inhibitors; Purified GALK, Kinase-Glo residual ATP luminescence; P51570; note: potency is the fitted concentration of half-maximal effect
Target sequence (P51570 whole entry, looked up): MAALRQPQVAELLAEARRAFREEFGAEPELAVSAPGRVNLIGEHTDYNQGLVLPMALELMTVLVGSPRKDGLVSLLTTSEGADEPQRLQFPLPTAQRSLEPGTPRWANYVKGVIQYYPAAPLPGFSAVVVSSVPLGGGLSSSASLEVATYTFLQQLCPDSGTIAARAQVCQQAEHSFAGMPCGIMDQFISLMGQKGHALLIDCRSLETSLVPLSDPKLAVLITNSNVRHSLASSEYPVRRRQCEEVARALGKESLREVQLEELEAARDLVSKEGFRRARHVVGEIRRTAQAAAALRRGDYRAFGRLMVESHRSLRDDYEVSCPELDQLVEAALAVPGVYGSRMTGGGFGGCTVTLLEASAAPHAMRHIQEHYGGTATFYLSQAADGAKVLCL
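Kinase-Glo Plus luminescence measured ATP left after a 1 h room-temperature reaction. The reaction used 5 nM GALK, 100 uM galactose and 35 uM ATP at pH 8.0 (20 mM HEPES, 5 mM MgCl2, 60 mM NaCl, 1 mM DTT, 0.01% BSA).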
* = called active by the depositor; i = inactive; ? = inconclusive; . = not tested or not shown; [ ] = remark or other dose. Unless noted, calls come from the whole dose curve; as a rule, active = well fitted curve in the direction sought with a large enough effect; inconclusive = small, poorly fitted or top-dose-only effect, or another doubt; inactive = no such curve, though single readings can be large; an effect the other way counts as inactive or inconclusive. Unless noted, % is set by controls: 0 for no effect and ±100 for the full control effect. This is a random part of the collection, and some 2.4% of all compounds hit somewhere here.

SMILES	hERG WT inh	USP2a inh	Chronic BCR inh	uPA surface inh	Eya2 phos inh	FBPA coupling cs	Giardia killer	KCNH2 3.1 block	B2AR arrestin	PKM2 act	GALK inhibitor
O=C(CNC(=O)c1ccc(Br)o1)Nc1ccc(F)c(S(=O)(=O)N2CCOCC2)c1	-31	0%	?	2%	-30%	.	-10	19	0.3%	.	.
CC1CN(C(=S)c2cccc([N+](=O)[O-])c2)CC(C)O1 (configuration not stated)	-2	12%	0%	-6%	-10%	1	-1	-6	-0.4%	-2%	-1%
O=C(Nc1ccccn1)c1cccc(S(=O)(=O)N2CCCCC2)c1	-3	3%	?	3%	-2%	1	-2	-8	0.2%	-10%	-4%
Cc1cc2ncc(S(=O)(=O)c3ccccc3)c(N)n2n1	2	6%	?	0%	10%	0	-13	2	-0.4%	?	-2%
COc1ccc(C(C(=O)NCC2CCCO2)N(C(=O)CNC(=O)c2cccs2)c2ccccc2C)cc1OC (configuration not stated)	3	-2%	12%	-2%	-8%	3	-11	5	0.0%	-2%	4%
CCCc1nc(C)c(-c2ccc(OC)c(OC)c2)c(=O)[nH]1	-3	0%	-7%	7%	11%	-3	-4	0	0.1%	8%	2%
COc1ccc(C(=O)NCC(=O)N2CCN(c3ccccc3)CC2)cc1	19	-1%	-1%	0%	?	0	0	-4	-0.2%	-3%	-3%
CCOC(=O)c1cccc(NC(=O)CCc2nc(-c3ccccc3F)no2)c1	-3	3%	?	7%	-3%	-1	-2	24	0.5%	1%	6%
CCc1cc2c(=O)c(-c3nc4ccccc4n3C)coc2c(CN2CCCC(C)C2)c1O (configuration not stated)	0	-1%	1%	8%	-4%	1	3	5	-1.1%	.	.
CC(OC(=O)c1cc2c(s1)CCCCC2)C(=O)NC(N)=O (configuration not stated)	i	1%	0%	-4%	9%	2	4	-27	0.3%	-7%	-1%
CCOc1ccc(N2C(=O)CC(NC3CCN(C(=O)c4cccc(Cl)c4)CC3)C2=O)cc1 (configuration not stated)	0	-1%	10%	-2%	-22%	.	-1	1	-0.3%	.	-1%
Cn1c(=O)[nH]c(=O)c2c1ncn2CCN1CCCCC1	2	6%	2%	6%	14%	3	23	0	0.0%	8%	4%
Cc1cc(S(=O)(=O)N2CCCC2)ccc1OCC(=O)Nc1ccc(C(N)=O)cc1	20	-2%	-2%	-23%	-14%	.	-1	4	-0.1%	.	.
COC(=O)c1ccc(CN2C(=O)c3ccccc3S2(=O)=O)cc1	6	-2%	-1%	.	-5%	5	5	6	0.1%	5%	3%
O=C(Nc1cccnc1)C1CC(c2ccc(Cl)c(Cl)c2)=NO1 (configuration not stated)	12	0%	0%	-10%	8%	2	-6	16	-0.2%	3%	2%
Cc1ccc(NC(=O)CSc2nc(C)c(Cc3ccccc3)c(=O)[nH]2)cc1	5	-1%	-1%	4%	-15%	8	24	12	-0.6%	20%	-3%
COc1ccccc1C(=O)N1CCN(Cc2c[nH]c3ccccc23)CC1	44	-3%	-12%	-8%	-22%	0	-1	17	0.5%	.	6%
COc1cc(CNC(C)C)ccc1OCC(=O)Nc1cccc2ccccc12	11	4%	?	-21%	2%	.	8	13	-0.4%	2%	-6%
COc1ccc(-c2ccc(N)[n+](CCCC(=O)O)n2)cc1	-12	.	.	-5%	-1%	-4	12	-7	.	.	.
O=C(CCCCCN1C(=O)c2cccc3cccc(c23)C1=O)NC1CCS(=O)(=O)C1 (configuration not stated)	3	1%	-17%	-13%	2%	-1	4	-2	-0.1%	-2%	0%
Cc1ccc([N+](=O)[O-])c(NC2OC(CO)C(O)C2O)c1 (configuration not stated)	-1	1%	-9%	3%	9%	1	11	20	-0.1%	-15%	0%
COC(=O)C1CCN(C(=O)Cn2nnc(-c3ccccc3)n2)CC1	8	-1%	0%	2%	-3%	2	4	11	-0.4%	-1%	0%
CCOC(=O)c1c(NCCN(C)C)c2ccccc2[nH]c1=O	9	1%	3%	3%	-8%	1	13	27	-0.3%	-6%	11%
COCCn1c(C)c(C(=O)O)sc1=S	-9	4%	1%	-14%	-1%	1	3	0	-0.2%	-4%	0%
c1ccc(-c2c[n+]3c(n2-c2ccccc2)SCC3)cc1	7	0%	?	-6%	12%	2	4	-3	-0.4%	-2%	-2%

Full records from above. Order of screens: hERG WT inh | USP2a inh | Chronic BCR inh | uPA surface inh | Eya2 phos inh | FBPA coupling cs | Giardia killer | KCNH2 3.1 block | B2AR arrestin | PKM2 act | GALK inhibitor
Listed for CCOc1ccc(N2C(=O)CC(NC3CCN(C(=O)c4cccc(Cl)c4)CC3)C2=O)cc1 (configuration not stated) = 0 | -1% | 10% | -2% | -22% | . | -1 | 1 | -0.3% | . | -1%
Listed for CCc1cc2c(=O)c(-c3nc4ccccc4n3C)coc2c(CN2CCCC(C)C2)c1O (configuration not stated) = 0 | -1% | 1% | 8% | -4% | 1 | 3 | 5 | -1.1% | . | .
Listed for Cc1ccc([N+](=O)[O-])c(NC2OC(CO)C(O)C2O)c1 (configuration not stated) = -1 | 1% | -9% | 3% | 9% | 1 | 11 | 20 | -0.1% | -15% | 0%
Listed for CCOC(=O)c1c(NCCN(C)C)c2ccccc2[nH]c1=O = 9 | 1% | 3% | 3% | -8% | 1 | 13 | 27 | -0.3% | -6% | 11%
Listed for CCCc1nc(C)c(-c2ccc(OC)c(OC)c2)c(=O)[nH]1 = -3 | 0% | -7% | 7% | 11% | -3 | -4 | 0 | 0.1% | 8% | 2%

The list goes on.
SMILES	hERG WT inh	USP2a inh	Chronic BCR inh	uPA surface inh	Eya2 phos inh	FBPA coupling cs	Giardia killer	KCNH2 3.1 block	B2AR arrestin	PKM2 act	GALK inhibitor
COc1ccc2c(c1)c(=O)c(C(=O)c1ccc(Cl)cc1)cn2CC(=O)Nc1ccc(F)cc1	12	-3%	-2%	12%	1%	2	-2	8	-1.2%	0%	.
Cc1cccc2c1N(C(=O)CN1C(=O)c3ccccc3C1=O)C(C)(C)c1ssc(=S)c1-2	-11	1%	1%	7%	5%	-1	11	-16	-1.6%	-23%	-2%
Cc1ccc(C(NC(N)=O)c2ccccc2)cc1 (configuration not stated)	-2	0%	-19%	4%	-5%	1	1	0	0.2%	-15%	-2%
O=C(NNC(=O)c1cc2ccccc2o1)c1ccncc1	-3	0%	?	3%	-4%	.	12	30	0.3%	.	.
COc1ccc(N2C(=NC(=O)C3CCCCC3)SC3CS(=O)(=O)CC32)cc1 (configuration not stated)	-7	3%	-2%	3%	1%	1	2	1	0.4%	-2%	6%
CCOC(=O)c1ccc(N/C=C\C(=O)c2cccc(OC)c2)cc1	-6	3%	.	5%	5%	-1	-11	15	-0.2%	-5%	-1%
CCOC(=O)c1c(NC(=S)NCC2CCCO2)sc(C)c1C (configuration not stated)	-5	2%	7%	0%	-4%	0	4	15	0.6%	-1%	-4%
N[C@H](CSCc1ccccc1)C(=O)Nc1ccc([N+](=O)[O-])cc1	3	3%	-2%	-1%	6%	0	8	-42	0.0%	.	.
Cn1c(=O)c2c(SCC(=O)N3CCCC3)nc(CC(C)(C)C)nc2n(C)c1=O	2	2%	-11%	-1%	-6%	.	-16	-19	-0.1%	.	2%
CCc1cc(=O)oc2cc(OCc3nn[nH]n3)ccc12	24	5%	-22%	5%	-5%[15.4 µM]	12	-11	-3	-0.3%	1%	3%
CCCCC/C=N\NC(=O)Cc1ccc([N+](=O)[O-])cc1	20	-15%	?	-1%	-4%	6	-4	12	-0.7%	15%	0%
Cc1csc(NC(=O)CCCNC(=O)c2ccc(Cl)cc2)n1	-13	1%	?	7%	4%	.	-18	-7	-0.1%	.	.
COC(=O)c1ccc(NC(=O)CN2CCN(c3ccccn3)CC2)cc1	-4	1%	-5%	1%	6%	-4	1	-2	0.2%	-7%	-3%
CC(NC(=O)COC(=O)/C=C/c1ccco1)c1ccccc1 (configuration not stated)	-14	3%	-7%	5%	10%	-2	-2	4	0.4%	2%	5%
Cc1cc(-n2cnnn2)cc(C)c1S(=O)(=O)NCCOc1ccccc1	6	1%	-7%	16%	5%	.	3	-27	-0.3%	.	-3%
O=[N+]([O-])/C(C(Cl)=C(Cl)Cl)=C(\Nc1ccc(F)cc1)n1cncn1	.	-9%	?	.	17%	-1	.	.	-0.9%	2%	6%
CSCc1ccc(C(=O)NC2CC(C)(C)Cc3c2cnn3-c2ccc(F)cc2)o1 (configuration not stated)	0	1%	7%	2%	11%	0	-9	9	-0.4%	.	5%

2 records picked at random from the list so far, as already listed:
SMILES	hERG WT inh	USP2a inh	Chronic BCR inh	uPA surface inh	Eya2 phos inh	FBPA coupling cs	Giardia killer	KCNH2 3.1 block	B2AR arrestin	PKM2 act	GALK inhibitor
CCOC(=O)c1c(NC(=S)NCC2CCCO2)sc(C)c1C (configuration not stated)	-5	2%	7%	0%	-4%	0	4	15	0.6%	-1%	-4%
CCCCC/C=N\NC(=O)Cc1ccc([N+](=O)[O-])cc1	20	-15%	?	-1%	-4%	6	-4	12	-0.7%	15%	0%
